TcdB inh: TcdB glycohydrolase inhibitors, primary screen, biochemical, single point, plate reader; TcdB glycohydrolase enzymatic assay; 350,000 tested, 0.24% active; inhibition, % at 9.99 µM; in the data active = inhibition above about 10%
Target sequence (P18177 whole entry, looked up): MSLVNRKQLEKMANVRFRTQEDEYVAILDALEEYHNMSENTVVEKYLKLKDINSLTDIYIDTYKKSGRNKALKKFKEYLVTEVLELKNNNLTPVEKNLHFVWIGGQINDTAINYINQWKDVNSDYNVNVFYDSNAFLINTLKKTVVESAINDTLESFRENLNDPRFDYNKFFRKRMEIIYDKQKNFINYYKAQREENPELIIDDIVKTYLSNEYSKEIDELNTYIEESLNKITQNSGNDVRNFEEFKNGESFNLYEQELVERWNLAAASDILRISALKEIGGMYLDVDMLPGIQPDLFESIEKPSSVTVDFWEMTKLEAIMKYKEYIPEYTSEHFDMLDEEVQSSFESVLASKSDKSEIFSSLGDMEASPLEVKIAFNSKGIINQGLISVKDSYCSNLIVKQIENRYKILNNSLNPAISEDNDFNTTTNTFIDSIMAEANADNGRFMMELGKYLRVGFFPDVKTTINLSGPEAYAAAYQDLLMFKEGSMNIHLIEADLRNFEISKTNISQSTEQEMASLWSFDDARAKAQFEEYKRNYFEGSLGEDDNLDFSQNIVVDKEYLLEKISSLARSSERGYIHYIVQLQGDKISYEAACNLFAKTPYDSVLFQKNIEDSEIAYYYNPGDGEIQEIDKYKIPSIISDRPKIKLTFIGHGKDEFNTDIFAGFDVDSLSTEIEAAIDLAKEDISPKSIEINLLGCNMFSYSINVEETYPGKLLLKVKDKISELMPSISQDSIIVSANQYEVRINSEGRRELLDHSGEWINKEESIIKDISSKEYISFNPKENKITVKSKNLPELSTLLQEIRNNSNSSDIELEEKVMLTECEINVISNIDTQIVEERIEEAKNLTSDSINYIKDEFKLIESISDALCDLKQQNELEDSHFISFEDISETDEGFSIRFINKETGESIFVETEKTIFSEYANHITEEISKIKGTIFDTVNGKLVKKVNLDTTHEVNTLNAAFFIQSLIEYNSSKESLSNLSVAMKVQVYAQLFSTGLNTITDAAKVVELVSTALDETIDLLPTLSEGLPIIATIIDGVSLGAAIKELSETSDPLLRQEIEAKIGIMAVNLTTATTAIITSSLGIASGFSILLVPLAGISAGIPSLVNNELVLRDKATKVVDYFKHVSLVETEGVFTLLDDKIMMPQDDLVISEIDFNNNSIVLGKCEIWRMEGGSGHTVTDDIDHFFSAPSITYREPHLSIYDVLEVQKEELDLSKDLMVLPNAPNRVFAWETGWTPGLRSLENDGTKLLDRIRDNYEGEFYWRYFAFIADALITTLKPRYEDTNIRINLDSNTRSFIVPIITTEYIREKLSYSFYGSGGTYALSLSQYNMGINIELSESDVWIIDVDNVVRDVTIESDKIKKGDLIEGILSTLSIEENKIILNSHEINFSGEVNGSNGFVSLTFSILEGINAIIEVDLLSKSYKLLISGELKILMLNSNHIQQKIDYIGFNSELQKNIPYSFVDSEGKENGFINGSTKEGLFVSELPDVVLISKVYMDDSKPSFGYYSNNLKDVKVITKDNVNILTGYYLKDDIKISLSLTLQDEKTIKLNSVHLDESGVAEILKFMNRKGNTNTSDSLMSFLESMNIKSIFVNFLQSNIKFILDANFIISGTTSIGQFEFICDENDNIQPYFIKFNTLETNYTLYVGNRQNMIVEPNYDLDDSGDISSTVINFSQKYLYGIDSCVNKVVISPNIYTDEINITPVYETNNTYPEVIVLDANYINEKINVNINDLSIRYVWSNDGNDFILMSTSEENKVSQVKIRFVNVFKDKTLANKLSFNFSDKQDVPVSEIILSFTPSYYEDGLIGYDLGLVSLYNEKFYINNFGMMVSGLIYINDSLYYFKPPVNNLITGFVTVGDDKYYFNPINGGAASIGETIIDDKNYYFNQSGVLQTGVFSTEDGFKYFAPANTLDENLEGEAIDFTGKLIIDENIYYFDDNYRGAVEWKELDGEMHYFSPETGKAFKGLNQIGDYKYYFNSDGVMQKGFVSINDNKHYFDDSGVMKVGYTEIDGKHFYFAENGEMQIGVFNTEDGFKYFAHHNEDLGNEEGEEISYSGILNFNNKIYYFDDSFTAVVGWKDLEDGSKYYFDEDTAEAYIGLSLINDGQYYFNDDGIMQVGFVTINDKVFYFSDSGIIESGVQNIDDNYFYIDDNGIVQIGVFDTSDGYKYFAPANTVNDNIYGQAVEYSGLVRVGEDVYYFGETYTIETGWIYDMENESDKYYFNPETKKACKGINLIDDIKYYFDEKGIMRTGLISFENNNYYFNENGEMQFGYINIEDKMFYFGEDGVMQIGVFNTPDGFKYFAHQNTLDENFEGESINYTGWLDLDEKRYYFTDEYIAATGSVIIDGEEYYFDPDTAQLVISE
An asterisk follows results filed as active.

O=C(C1CCC1)N1CCCCN2[C@H](C1)[C@H](c1ccc(C#CC3(O)CCCC3)cc1)[C@@H]2CO
  TcdB inh: -1.6
O=C(Nc1ccc(Cl)cc1)N1C[C@@H]2[C@H](c3ccccc31)[C@H](CO)N2CC1CCCCC1
  TcdB inh: 0.2
CCCNC(=O)N1CC2(C1)[C@H](c1ccccc1)[C@@H](CO)N2CC1CCOCC1
  TcdB inh: -1.5
COc1cccc(-c2ccc3c(c2)[C@@H]2[C@@H](CCN2C(=O)NC2CCCC2)[C@@H](CO)N3C)c1
  TcdB inh: -1.2
C[C@H](CO)N1C[C@H](C)[C@@H](CN(C)C(=O)Nc2ccc(F)cc2)Oc2ccc(NC(=O)c3ccncc3)cc2CC1=O
  TcdB inh: 0.4
C[C@@H]1CN([C@H](C)CO)C(=O)c2cc(NC(=O)CCC(F)(F)F)ccc2O[C@@H](C)CCCCO[C@H]1CN(C)C(=O)CCC(F)(F)F
  TcdB inh: 0.8
C[C@H]1CN([C@@H](C)CO)C(=O)Cc2cc(NS(=O)(=O)c3ccccc3)ccc2O[C@H]1CN(C)Cc1ccc(-c2ccccc2)cc1
  TcdB inh: 0.8
CN(C)C(=O)[C@H]1[C@H](CO)[C@H]2Cn3c(ccc(C4=CCCCC4)c3=O)[C@H]2N1Cc1ccc2c(c1)OCO2
  TcdB inh: 0.5
Cc1ccc(S(=O)(=O)Nc2ccc3c(c2)C(=O)N([C@@H](C)CO)C[C@H](C)[C@H](CN(C)S(=O)(=O)c2ccc(F)cc2)O3)cc1
  TcdB inh: 0.9
COc1cccc(S(=O)(=O)Nc2ccc3c(c2)[C@@H]2C[C@@H](CC(=O)O)O[C@@H](CO)[C@@H]2O3)c1
  TcdB inh: -0.9
Cc1ccc(S(=O)(=O)Nc2ccc3c(c2)CC(=O)N([C@@H](C)CO)C[C@H](C)[C@H](CN(C)C(=O)Nc2ccccc2)O3)cc1
  TcdB inh: 0.7
CO[C@@H]1CN(C)C(=O)c2cc(NC(=O)NC(C)C)ccc2OC[C@H](C)N(Cc2ccc(-c3ccccn3)cc2)C[C@@H]1C
  TcdB inh: 0.5
CO[C@@H]1CN(C)C(=O)c2ccc(NC(=O)Nc3ccccc3F)cc2OC[C@@H](C)NC[C@@H]1C
  TcdB inh: -0.1
C[C@H]1CN([C@@H](C)CO)S(=O)(=O)c2ccc(-c3cccnc3)cc2O[C@@H]1CN(C)C(=O)C1CCCCC1
  TcdB inh: 1.5
C/C=C/c1ccc2c(c1)O[C@@H](CN(C)C(=O)Cc1cccnc1)[C@@H](C)CN([C@H](C)CO)S2(=O)=O
  TcdB inh: 0.5

Of the compounds above, these contain an aryl methoxy group:
COc1cccc(-c2ccc3c(c2)[C@@H]2[C@@H](CCN2C(=O)NC2CCCC2)[C@@H](CO)N3C)c1
  TcdB inh: -1.2
COc1cccc(S(=O)(=O)Nc2ccc3c(c2)[C@@H]2C[C@@H](CC(=O)O)O[C@@H](CO)[C@@H]2O3)c1
  TcdB inh: -0.9

New compounds follow:
C[C@H]1CN([C@@H](C)CO)C(=O)Cc2cc(NC(=O)Nc3ccc(C(F)(F)F)cc3)ccc2O[C@@H]1CN(C)C(=O)Nc1ccc(F)cc1
  TcdB inh: -0.5
C[C@H](CO)N1C[C@H](C)[C@H](CN(C)Cc2ccc(C(=O)Nc3ccccc3N)cc2)Oc2ccc(NC(=O)Nc3ccc(F)cc3)cc2CC1=O
  TcdB inh: 0.3
COCC(=O)NC[C@@H]1[C@@H](c2ccc(-c3ccccc3)cc2)[C@@H](CO)N1C(C)=O
  TcdB inh: -1.7
C[C@@H]1CN([C@@H](C)CO)C(=O)Cc2cc(NC(=O)C3CCCCC3)ccc2O[C@H]1CN(C)CC1CC1
  TcdB inh: -0.3
CNC[C@@H]1Oc2c(NS(=O)(=O)c3ccc(OC)cc3)cccc2C(=O)N([C@@H](C)CO)C[C@@H]1C
  TcdB inh: 1.4
CO[C@@H]1CN(C)C(=O)c2ccc(NC(C)=O)cc2OC[C@@H](C)N(C(=O)CN2CCOCC2)C[C@H]1C
  TcdB inh: -0.2
Cc1ccc(S(=O)(=O)Nc2ccc3c(c2)C(=O)N([C@@H](C)CO)C[C@@H](C)[C@H](CN(C)S(=O)(=O)c2cn(C)cn2)OCCCC[C@H](C)O3)cc1
  TcdB inh: -1.4
O=C(C[C@H]1CC[C@H](NC(=O)C2CCOCC2)[C@H](CO)O1)NCc1ccccc1Cl
  TcdB inh: -3.2
COc1ccccc1NC(=O)N(C)C[C@@H]1Oc2ncc(C#CC(C)C)cc2C(=O)N([C@@H](C)CO)C[C@H]1C
  TcdB inh: -1.6
CO[C@H]1CN(C)C(=O)c2cc(NS(=O)(=O)c3ccccc3Cl)ccc2OC[C@H](C)NC[C@H]1C
  TcdB inh: -2.4
CCCN1C[C@@H](C)[C@H](OC)CN(C)C(=O)c2cc(NC(=O)c3cccc(F)c3)ccc2OC[C@H]1C
  TcdB inh: -0.2
COc1ccc(S(=O)(=O)N[C@@H]2CC[C@H](CC(=O)N3CCN(c4ccccc4)CC3)O[C@H]2CO)cc1
  TcdB inh: 0.6
O=C(c1cnccn1)N1CC(=O)N2[C@H](C1)[C@@H](c1ccc(C#CCc3ccccc3)cc1)[C@@H]2CO
  TcdB inh: -4.0
C[C@H]1CN([C@@H](C)CO)C(=O)Cc2cc(NC(=O)Nc3ccc(C(F)(F)F)cc3)ccc2O[C@@H]1CN(C)S(=O)(=O)c1ccccc1
  TcdB inh: 0.5
C[C@@H]1CN([C@H](C)CO)C(=O)c2cc(C#Cc3ccccc3F)cnc2O[C@H]1CN(C)C(=O)Cc1cccnc1
  TcdB inh: 0.6

Among those listed so far, three have a CF3 group.
C[C@@H]1CN([C@H](C)CO)C(=O)c2cc(NC(=O)CCC(F)(F)F)ccc2O[C@@H](C)CCCCO[C@H]1CN(C)C(=O)CCC(F)(F)F
  TcdB inh: 0.8
C[C@H]1CN([C@@H](C)CO)C(=O)Cc2cc(NC(=O)Nc3ccc(C(F)(F)F)cc3)ccc2O[C@@H]1CN(C)C(=O)Nc1ccc(F)cc1
  TcdB inh: -0.5
C[C@H]1CN([C@@H](C)CO)C(=O)Cc2cc(NC(=O)Nc3ccc(C(F)(F)F)cc3)ccc2O[C@@H]1CN(C)S(=O)(=O)c1ccccc1
  TcdB inh: 0.5

Next results follow:
C[C@@H]1CN([C@H](C)CO)C(=O)Cc2cc(NC(=O)Cc3cn(C)c4ccccc34)ccc2O[C@@H]1CN(C)C(=O)Nc1ccccc1
  TcdB inh: -0.8
COc1ccc(NC(=O)N[C@@H]2CC[C@H](CCNC(=O)c3cc(Cl)cc(Cl)c3)O[C@H]2CO)cc1
  TcdB inh: -0.1
CCc1cnc(N2[C@H](C#N)[C@H](c3ccc(-c4cccc(F)c4)cc3)[C@@H]2CO)s1
  TcdB inh: 0.8
O=C(C[C@@H]1CC[C@@H]2[C@H](COC[C@@H](O)CN2C(=O)c2ccccc2F)O1)N1CCCCC1
  TcdB inh: -1.0
C[C@@H]1CN([C@@H](C)CO)C(=O)c2cc(NS(C)(=O)=O)ccc2O[C@H]1CN(C)S(C)(=O)=O
  TcdB inh: 0.1
N#C[C@H]1[C@@H](c2ccccc2-c2cccc(F)c2)[C@@H](CO)N1C(=O)NC1CCCC1
  TcdB inh: -0.7
C[C@@H]1CN([C@H](C)CO)C(=O)c2cc(NC(=O)c3ccncc3)ccc2O[C@@H](C)CCCCO[C@H]1CN(C)C
  TcdB inh: 0.5
C/C=C/c1ccc2c(c1)O[C@H](CN(C)S(=O)(=O)c1ccc(F)cc1)[C@H](C)CN([C@@H](C)CO)S2(=O)=O
  TcdB inh: 0.6
Cc1ccc(S(=O)(=O)N2[C@@H]3CNC[C@H]2C3c2ccc(-c3ccc(C#N)cc3)cc2)cc1 (stereo partly specified)
  TcdB inh: 1.3
CC(C)Cc1ccc(CN2CC[C@@H](NS(=O)(=O)c3ccccc3)C2)cc1
  TcdB inh: 0.8
COc1cccc(NC(=O)N2CC3(C2)[C@H](c2ccccc2)[C@@H](CO)N3C(=O)C2CC2)c1
  TcdB inh: -1.0
C[C@H]1CN([C@@H](C)CO)C(=O)c2cccc(NS(C)(=O)=O)c2O[C@H]1CN(C)Cc1ccccc1
  TcdB inh: 0.3
O=C(c1ccncc1)N1CC(=O)N2[C@@H](CO)[C@@H](c3ccc(-c4ccccc4)cc3)[C@@H]2C1
  TcdB inh: 0.0
CO[C@@H]1CN(C)C(=O)c2cc(NC(=O)c3ccc(F)cc3)ccc2OC[C@@H](C)N(C(=O)CN(C)C)C[C@H]1C
  TcdB inh: 0.7
CCCC#Cc1ccc([C@H]2[C@H](CO)N3CCCCN(Cc4ccncc4)C[C@@H]23)cc1
  TcdB inh: -0.2

3 structures out of the list, ordered by heavy-atom count, rising:
CCCNC(=O)N1CC2(C1)[C@H](c1ccccc1)[C@@H](CO)N2CC1CCOCC1
  TcdB inh: -1.5
O=C(c1cnccn1)N1CC(=O)N2[C@H](C1)[C@@H](c1ccc(C#CCc3ccccc3)cc1)[C@@H]2CO
  TcdB inh: -4.0
CN(C)C(=O)[C@H]1[C@H](CO)[C@H]2Cn3c(ccc(C4=CCCCC4)c3=O)[C@H]2N1Cc1ccc2c(c1)OCO2
  TcdB inh: 0.5

(continued)
SMILES	TcdB inh
CC1C=NC(S(=O)(=O)N2CC[C@@H]3[C@@H](CO)N(C)c4ccc(-c5ccccc5)cc4[C@@H]32)=N1 (stereo partly specified)	3.7
C[C@H](CO)N1C[C@H](C)[C@H](CN(C)C(=O)c2ccccc2)Oc2ncc(C3=CCCC3)cc2C1=O	0.7
O=C(Cc1ccccc1)N1C[C@H]2[C@@H](c3ccccc31)[C@@H](CO)N2S(=O)(=O)c1ccccc1	0.0
O=C(N[C@H]1CC[C@@H](CCNS(=O)(=O)c2ccc(F)cc2)O[C@H]1CO)c1cccc(F)c1	0.2
CC(C)NC(=O)N[C@@H]1CC[C@@H](CC(=O)NC2Cc3ccccc3C2)O[C@H]1CO	-1.2
C[C@H](CO)N1C[C@H](C)[C@@H](CN(C)S(=O)(=O)c2ccc(Cl)cc2)OCCCC[C@H](C)Oc2ccc(NS(=O)(=O)c3ccccc3)cc2C1=O	-3.5
CO[C@H]1CN(C)C(=O)c2ccc(NS(=O)(=O)c3ccc(Cl)cc3)cc2OC[C@H](C)N(C(=O)NC(C)C)C[C@H]1C	-0.3
CN1C(=O)c2cc(NC(=O)C3CC3)ccc2OC[C@H]2O[C@H](CC(=O)NCC3CCCCC3)CC[C@H]21	0.2
COc1ccc(NC(=O)N[C@@H]2CC[C@H](CCNS(=O)(=O)c3cccc(Cl)c3)O[C@@H]2CO)cc1	-1.4
C[C@H]1CN([C@@H](C)CO)C(=O)c2cc(NC(=O)C3CC3)ccc2O[C@H]1CN(C)S(=O)(=O)c1ccc(Cl)cc1	0.3
C[C@H]1CCCCO[C@@H](CN(C)Cc2ccc3c(c2)OCO3)[C@@H](C)CN([C@@H](C)CO)C(=O)c2cc(NC(=O)c3ccncc3)ccc2O1	0.4
C/C=C/c1ccc([C@H]2[C@@H](C#N)N(c3nc(CC)cs3)[C@@H]2CO)cc1	0.8
CCCNC(=O)N1CC(=O)N2[C@H](CO)[C@@H](c3ccc(C#Cc4cccc(F)c4)cc3)[C@H]2C1	0.5
Cc1ccc(S(=O)(=O)N(C)C[C@@H]2Oc3c(cccc3N(C)C)C(=O)N([C@H](C)CO)C[C@H]2C)cc1	0.6
O=C(NCC1CC1)[C@H]1[C@H](CO)[C@H]2Cn3c(cccc3=O)[C@@H]1N2CCc1ccccc1	0.0
COc1ccc(S(=O)(=O)Nc2cccc3c2O[C@H](CN(C)S(=O)(=O)c2ccc(OC)cc2)[C@H](C)CN([C@H](C)CO)C3=O)cc1	-1.0
C[C@H]1CN([C@@H](C)CO)C(=O)Cc2cc(NS(C)(=O)=O)ccc2O[C@H]1CN(C)S(=O)(=O)c1cccs1	-0.8
CN(C)CC(=O)N[C@H]1CC[C@@H](CC(=O)NCc2ccccc2F)O[C@H]1CO	0.3
CC(C)NC(=O)Nc1ccc2c(c1)C(=O)N([C@H](C)CO)C[C@H](C)[C@H](CN(C)Cc1ccncc1)O2	-1.1
C[C@@H]1CCCCO[C@H](CN(C)S(=O)(=O)c2ccc(Cl)cc2)[C@H](C)CN([C@@H](C)CO)C(=O)c2cc(N(C)C)ccc2O1	-0.3
O=C(Nc1cccc(Cl)c1)N1C[C@@H]2[C@H](c3ccccc31)[C@H](CO)N2C(=O)c1ccncc1	1.5
CC(=O)N(C)C[C@@H]1Oc2ncc(-c3cncnc3)cc2C(=O)N([C@H](C)CO)C[C@@H]1C	0.3
CCNC(=O)C[C@H]1CC[C@@H]2[C@H](COc3ccc(NC(=O)C4CCOCC4)cc3C(=O)N2C)O1	0.4
C[C@@H]1CN([C@H](C)CO)C(=O)c2cc(C#CC3CCCC3)cnc2O[C@H]1CN(C)Cc1ccncc1	0.7
O=C1O[C@H](c2ccccc2)[C@H](c2ccccc2)N2[C@H]1[C@@H](C(=O)N1CCN(c3ncccn3)CC1)[C@]1(C(=O)Nc3ccc(C#CCCO)cc31)[C@H]2c1ccc(OCCO)cc1	1.1
O=C(C[C@H]1CC[C@@H]2[C@H](COC[C@H](O)CN2Cc2ccccc2)O1)NCCc1ccccc1	0.4
O=C(NC[C@H]1N[C@H](CO)[C@@H]1c1ccc(C2=CCCCC2)cc1)C1CCCC1	-1.5
Cn1cnc(S(=O)(=O)N2CCCCN3[C@H](C2)[C@@H](c2ccc(C#CC4CC4)cc2)[C@@H]3CO)c1	-0.1
Cc1ccc(S(=O)(=O)N[C@@H]2CC[C@H](CC(=O)NCCc3ccncc3)O[C@@H]2CO)cc1	-0.3
COCC(=O)N1[C@@H](CO)[C@H](c2ccccc2)C12CN(C(=O)c1ccc(F)cc1)C2	-1.5
Cc1ccc(S(=O)(=O)Nc2ccc3c(c2)CC(=O)N([C@@H](C)CO)C[C@H](C)[C@@H](CN(C)Cc2ccc(-c4ccccc4)cc2)O3)cc1	0.0
Cc1noc(C)c1NC(=O)N(C)C[C@@H]1OCCCC[C@@H](C)Oc2ccc(NS(=O)(=O)c3c(C)noc3C)cc2C(=O)N([C@@H](C)CO)C[C@H]1C	0.1
CC(C)NC(=O)N(C)C[C@H]1Oc2cc(-c3ccccc3)ccc2S(=O)(=O)N([C@H](C)CO)C[C@@H]1C	0.3
C[C@H](CO)N1C[C@H](C)[C@@H](CN(C)C(=O)Cc2ccccc2)OCCCC[C@H](C)Oc2ccc(NC(=O)Cc3ccccc3)cc2C1=O	-0.2
O=C(CC(F)(F)F)N1C[C@H]2[C@@H](c3ccccc31)[C@@H](CO)N2C(=O)c1ccncc1	0.2
Cc1noc(C)c1S(=O)(=O)N(C)C[C@@H]1Oc2c(cccc2N(C)C)C(=O)N([C@H](C)CO)C[C@H]1C	0.5

Only part of the results is shown, so the mix of outcomes need not match the whole.
